Source: PubChem
procasp3 activ = activators of human procaspase-3 D3A mutant, primary screen, biochemical, absorbance, PC-3 D3A mutant, single concentration; actives 0.11% (n = 330,000); AID 463141, 2010; recombinant procaspase-3 D3A, Ac-DEVD-pNA absorbance 405 nm; activation, % at 8.5 µM; Caspase-3 (Homo sapiens), P42574;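 active = activation above the mean of all tested compounds plus 3 SD, cut at about 21% in these data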;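 also: 0% = DMSO alone and 100% = DMSO wells spiked with extra 5 µM PC-3 D3A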
Target sequence (P42574 whole entry D9A/D28A/D175A): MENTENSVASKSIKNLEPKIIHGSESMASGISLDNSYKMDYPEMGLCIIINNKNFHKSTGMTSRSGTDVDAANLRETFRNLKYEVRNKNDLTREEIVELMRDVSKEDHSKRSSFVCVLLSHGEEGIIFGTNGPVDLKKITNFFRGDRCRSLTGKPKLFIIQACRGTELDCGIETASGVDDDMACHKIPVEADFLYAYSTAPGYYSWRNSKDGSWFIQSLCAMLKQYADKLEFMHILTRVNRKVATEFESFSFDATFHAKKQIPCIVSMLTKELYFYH
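Assay system: Procaspase-3 D3A mutant, all three cleavage aspartates alanine. Buffer or medium: Zinc-free HEPES saline buffer with Triton X-100. Times: 1 h compound preincubation, 2 h substrate hydrolysis at 25 °C. Measured by: 405 nm absorbance of p-nitroaniline, reads at 0 and 120 min. Read-out basis: percent activation relative to control range. Replicates: singlicate.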
PP5 primary = PP5 phosphatase inhibitors, primary screen, biochemical, fluorescence; inhibition, % at 6.7 µM; actives 0.18% (n = 320,000); Serine/threonine-protein phosphatase 5 (Homo sapiens), P53041; purified PP5c, OMFP substrate fluorescence;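 active = inhibition above the campaign's mean inhibition across all tested compounds plus 3 SD, cut at about 9.5% in these data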;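 also: 0% = DMSO only and 100% = 100 µM cantharidin control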
VLA-4 inh = inhibition in human VLA-4 binding assay, primary screen, VLA-4 allosteric modulator project, MLPCN library, flow cytometry, VLA-4 expressing cells; Integrin alpha-4 (Homo sapiens), P13612; ligand binding flow cytometry; inhibition, % (about 7 µM as worked out from the volumes in the protocol); actives 0.2% (n = 330,000); AID 2557, 2010; in the data active = inhibition above about 50%
GRK2 aptamer HTS = compounds blocking aptamer binding on GRK2 – biochemical, human GRK2, bead flow cytometry, HTS, primary screen. Beta-adrenergic receptor kinase 1 (Homo sapiens), P25098. FAM-aptamer displacement from GRK2. inhibition of aptamer binding, % at 10 µM. actives 0.59% (n = 330,000);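 active = inhibition of aptamer binding above 40%, roughly 3 SD of noise, on plates passing a quality check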;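 also: median bead fluorescence of bound FAM aptamer so fluorescent compounds give negative values; no value below 0 was filed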
GASC-1 inh = inhibitors of GASC-1 histone demethylase, primary screen, biochemical, fluorescence, DELFIA europium. GST-JMJD2C(1-420) H3K9me3 demethylation. AID 2099, 2009. inhibition, % at 2.35 µM. actives 0.069% (n = 330,000);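 active = more than half of a compound's replicate wells show inhibition beyond 50%, single wells judged on their own value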;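 also: signal counts dimethyl H3K9 product captured on neutravidin plate; 0% = median of DMSO wells and 100% = 0.3 times that DMSO median; strong numbers were not always called active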
Target sequence (Q9H3R0 1-420 limits assumed): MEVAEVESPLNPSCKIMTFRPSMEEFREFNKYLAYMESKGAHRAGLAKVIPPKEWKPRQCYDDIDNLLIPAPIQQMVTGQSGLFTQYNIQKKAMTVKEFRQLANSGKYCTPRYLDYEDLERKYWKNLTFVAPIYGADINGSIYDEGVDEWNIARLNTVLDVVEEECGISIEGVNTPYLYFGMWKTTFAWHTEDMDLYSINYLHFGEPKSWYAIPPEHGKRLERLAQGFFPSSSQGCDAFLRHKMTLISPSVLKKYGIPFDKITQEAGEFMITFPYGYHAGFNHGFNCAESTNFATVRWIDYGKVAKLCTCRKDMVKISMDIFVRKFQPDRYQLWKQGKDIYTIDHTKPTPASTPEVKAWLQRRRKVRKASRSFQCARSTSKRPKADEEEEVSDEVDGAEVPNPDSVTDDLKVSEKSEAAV
CTSL1 counter = Fasciola hepatica cathepsin L1 inhibitors, primary screen, counter-screen for PFM18AAP inhibitor project, biochemical, QFRET, fluorogenic peptide substrate. recombinant F. hepatica cathepsin L1, Z-Leu-Arg-MCA fluorescence. inhibition, % at 5.96 µM. actives 0.49% (n = 300,000). AID 1906, 2009;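 active = inhibition above the mean of all tested compounds plus 3 SD, set per screening campaign, cut at about 17% in these data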;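 also: 0% = plate median of test compound wells and 100% = 1 µM Z-Phe-Ala-diazomethylketone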
proCasp7 act = procaspase-7 activators, primary screen, counter-screen for procaspase-3 activator project, biochemical, absorbance, HTS, human; Caspase-7 (Homo sapiens), P55210; recombinant procaspase-7, Ac-DEVD-pNA absorbance 405 nm; D23A/D198A/D206A triple mutant, cannot self-cleave; scale: DMSO 0, 5 µM enzyme 100; activation, % at 8.5 µM; actives 0.093% (n = 330,000); AID 463210, 2010;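 active = percent activation above the screen-wide mean plus 3 SD, cut at about 25% in these data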
Target sequence (P55210 whole entry D23A/D198A/D206A): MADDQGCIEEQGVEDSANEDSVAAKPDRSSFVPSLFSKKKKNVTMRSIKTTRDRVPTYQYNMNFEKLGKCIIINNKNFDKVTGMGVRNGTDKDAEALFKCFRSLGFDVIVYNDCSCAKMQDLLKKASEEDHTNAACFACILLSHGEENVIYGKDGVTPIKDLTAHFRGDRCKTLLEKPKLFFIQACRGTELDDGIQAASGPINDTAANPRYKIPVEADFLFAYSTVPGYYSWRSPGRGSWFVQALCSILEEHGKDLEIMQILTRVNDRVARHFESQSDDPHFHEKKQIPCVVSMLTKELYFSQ
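Assay system: Uncleavable procaspase-7 mutant enzyme / Input: 2 µM procaspase-7 mutant as dispensed / Dosing: single nominal 8.5 µM compound dose, 0.8% DMSO final / Timing: 1 h enzyme–compound preincubation and 2 h substrate reaction, both 25 °C / Detection: p-Nitroaniline absorbance at 405 nm, read at 0 and 120 min / Replication: singlicate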
HCV core dimer = inhibitors of HCV core protein dimerization, primary screen, biochemical, TR-FRET, high-throughput; TR-FRET GST/Flag-core106 dimerization, 1536-well; inhibition, % at 5 µM; actives 0.33% (n = 300,000); AID 1899, 2009;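 active = inhibition above the mean of all tested compounds plus 3 SD, set per screening campaign, cut at about 45% in these data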
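Assay system: tagged HCV core106 pair (GST and Flag); medium: KF-containing HEPES buffer, pH 7.45, DTT, CHAPS, BSA; also added: Eu donor and XL665 acceptor anti-tag antibodies; dosing: 5 µM single dose; timing: compound-protein-antibody incubation 4 h at 22.5 °C; signal: TR-FRET 671 and 617 nm emission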
PP1 inh = PP1-alpha phosphatase inhibitors, primary screen, counter-screen for PP5 inhibitor project, biochemical, fluorescence, OMFP substrate, single point; purified PP1alpha; AID 2235, 2010; inhibition, % at 6.7 µM; actives 0.9% (n = 320,000); Serine/threonine-protein phosphatase PP1-alpha catalytic subunit (Homo sapiens), P62136;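 active = inhibition above the mean inhibition of all tested compounds plus 3 SD, computed separately for each screening campaign, cut at about 15% in these data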
An asterisk follows results filed as active; · = no result given.

SMILES | procasp3 activ | PP5 primary | VLA-4 inh | GRK2 aptamer HTS | GASC-1 inh | CTSL1 counter | proCasp7 act | HCV core dimer | PP1 inh
O=C(N1CCN(Cc2ccc3c(c2)OCO3)CC1)C(Cl)(Cl)Cl | 5 | 1.0 | -3 | 3 | -14 | 6 | -6 | -7 | -2
CN(N=Nc1ccc([N+](=O)[O-])cc1)c1ccccc1 | -4 | 0.1 | 7 | 0 | 6 | -2 | -7 | 8 | 3
O=C(CSc1nnc(CNC(=O)c2ccc(F)cc2)o1)NCc1ccccc1 | 4 | 2.6 | 22 | 0 | 17 | -2 | -12 | 4 | -2
O=C(O)c1cc(-c2ccc(N3CCOCC3)cc2)nn1-c1ccc(F)cc1 | 4 | 2.4 | 11 | 0 | 0 | 2 | 4 | 2 | 42*
C=CCS(=O)(=O)c1nc2ccccc2s1 | 5 | 1.9 | 21 | 0 | 5 | -3 | -6 | -5 | -2
CCc1cc(-c2nc(N)ncc2-c2csc(C)n2)c(O)cc1OC | -3 | 5.8 | 5 | 6 | 5 | 2 | 5 | 2 | -3
Cc1ccc(C)c(N2CCN(C(=O)c3cc4c(C)nc5ccccc5c4o3)CC2)c1 | 4 | 2.4 | -17 | 5 | -1 | -1 | 2 | 6 | 4
CN1CCN(CCCNCc2cn(CCC#N)c3ccccc23)CC1 | -2 | 0.9 | -11 | 0 | -11 | 0 | 8 | 18 | 6
O=C(O)CCN1C(=O)c2ccc(NC(=O)c3cccs3)cc2C1=O | 0 | -1.8 | 1 | 4 | -2 | 7 | 15 | 4 | -2
CC1CC(C)(C)N(C(=O)CN2C(=O)c3ccccc3C2=O)c2ccccc21 (centres undefined) | 11 | 1.4 | -11 | 1 | 1 | 1 | -6 | -10 | 4
CC(OC(=O)C1CC(=O)N(Cc2ccccc2)C1)C(=O)Nc1cccc(C#N)c1 (centres undefined) | 10 | 0.7 | 6 | 5 | -17 | -42 | 4 | -5 | 1
COc1cccc(CN(C)C(=O)CNC(=O)c2ccc(-c3ccccc3)cc2)c1OC | -4 | 4.3 | 1 | 0 | -3 | 3 | 12 | 15 | -1
CCc1ccc(NC(=O)Cc2c(C(=O)O)n(C)c3ccccc23)cc1 | 3 | 1.1 | -1 | 2 | -11 | 2 | 2 | 8 | -2
CCCCCn1c(=O)[nH]c2cc(C(=O)NCCN(CC)CC)ccc2c1=O | -7 | 0.7 | 6 | 0 | -2 | 0 | -1 | -2 | 1
Cc1ccc(OCCn2cc(/C(N)=N/O)c3ccccc32)cc1C | -4 | 3.3 | 4 | 0 | 2 | -3 | 3 | -15 | 8
O=C(c1ccccc1)c1ccc2nc(Nc3ccccc3)c3nncn3c2c1 | -2 | 0.8 | -4 | 3 | -9 | 5 | -2 | 14 | 1
CCn1cnc2cc([N+](=O)[O-])ccc21 | -1 | 2.7 | -5 | 10 | -3 | 4 | 0 | 2 | 4
Cc1cccc(NC(=O)c2cc(S(=O)(=O)N3CCOCC3)cn2C)c1C | -1 | -0.7 | 28 | 0 | -1 | -1 | 8 | -1 | -3
CCC(C)C(NC(=O)c1ccccc1NC(=O)c1ccc(OC)cc1)C(=O)NCCCn1ccnc1 (centres undefined) | -5 | 1.2 | -2 | 0 | -8 | -2 | 4 | -3 | 3
CN1N=C(C(=O)N2CCCC(C(=O)c3cccc(C(F)(F)F)c3)C2)CCC1=O (centres undefined) | -11 | -0.9 | 14 | 0 | 6 | 2 | -16 | 0 | -3
C/C(=N\N=C1/SC(CC(=O)O)C(=O)N1c1ccccc1)c1ccc(C)cc1 (centres undefined) | 4 | 0.8 | -5 | 2 | -6 | 7 | -2 | -4 | 3
COc1ccc2cc(CO)c(Cl)nc2c1 | -1 | 0.6 | 10 | 5 | 0 | -2 | -1 | 2 | -4
Cc1c(/C=C(\C#N)c2nn(-c3ccccc3)c(N)c2C#N)c2ccccc2n1Cc1ccc(F)cc1 | 7 | 1.1 | 6 | 1 | 60 | -2 | 8 | 4 | -7
COc1cc(/C=C2\SC(=O)N(CCNC(=O)c3c(C)noc3C)C2=O)cc(OC)c1OC | 3 | · | 14 | 1 | -1 | · | -2 | · | ·
Cc1ccc(S(=O)(=O)N2CCN(c3ccccc3)CC2)s1 | -4 | · | 4 | 2 | 6 | · | -1 | · | ·

6 entries already listed, arranged by SMILES length, ascending.
SMILES | procasp3 activ | PP5 primary | VLA-4 inh | GRK2 aptamer HTS | GASC-1 inh | CTSL1 counter | proCasp7 act | HCV core dimer | PP1 inh
CN1CCN(CCCNCc2cn(CCC#N)c3ccccc23)CC1 | -2 | 0.9 | -11 | 0 | -11 | 0 | 8 | 18 | 6
Cc1ccc(S(=O)(=O)N2CCN(c3ccccc3)CC2)s1 | -4 | · | 4 | 2 | 6 | · | -1 | · | ·
CCc1cc(-c2nc(N)ncc2-c2csc(C)n2)c(O)cc1OC | -3 | 5.8 | 5 | 6 | 5 | 2 | 5 | 2 | -3
O=C(CSc1nnc(CNC(=O)c2ccc(F)cc2)o1)NCc1ccccc1 | 4 | 2.6 | 22 | 0 | 17 | -2 | -12 | 4 | -2
Cc1cccc(NC(=O)c2cc(S(=O)(=O)N3CCOCC3)cn2C)c1C | -1 | -0.7 | 28 | 0 | -1 | -1 | 8 | -1 | -3
COc1cc(/C=C2\SC(=O)N(CCNC(=O)c3c(C)noc3C)C2=O)cc(OC)c1OC | 3 | · | 14 | 1 | -1 | · | -2 | · | ·

Returning to the listing, repeating the 2 entries before the break.
SMILES | procasp3 activ | PP5 primary | VLA-4 inh | GRK2 aptamer HTS | GASC-1 inh | CTSL1 counter | proCasp7 act | HCV core dimer | PP1 inh
COc1cc(/C=C2\SC(=O)N(CCNC(=O)c3c(C)noc3C)C2=O)cc(OC)c1OC | 3 | · | 14 | 1 | -1 | · | -2 | · | ·
Cc1ccc(S(=O)(=O)N2CCN(c3ccccc3)CC2)s1 | -4 | · | 4 | 2 | 6 | · | -1 | · | ·
COc1ccccc1N=c1oc2cc(O)ccc2cc1C(=O)NCC1CCCO1 (centres undefined) | -20 | 1.5 | 9 | 0 | 15 | 0 | -20 | 2 | -3
CCN(C(=O)CN(C)Cc1cccc(Cl)c1Cl)c1c(N)n(Cc2ccccc2)c(=O)[nH]c1=O | 6 | 0.5 | 12 | 2 | 0 | -2 | -4 | -1 | 4
O=C(NN1CC(C(=O)OCc2ccccc2F)CC1=O)c1ccccc1 (centres undefined) | 0 | -1.4 | 6 | 0 | -4 | -3 | -1 | -3 | -5
COc1ccc(C2C(C(=O)OC3CCCCC3)=C(C)Nc3nnnn32)c(OC)c1OC (centres undefined) | -1 | 1.0 | 4 | 3 | 4 | 2 | -3 | 3 | 2
Cc1nc2ccc(Cl)cc2c(-c2ccccc2Cl)c1CC(=O)O | 5 | -0.2 | 14 | 0 | -4 | 0 | 7 | -3 | -1
C[C@H](NC(=O)c1nc[nH]c1C(=O)NCc1ccccc1)C(=O)OCc1ccccc1 | 7 | 0.5 | -17 | 0 | 4 | 4 | 1 | -4 | 2
COC(=O)C1=C(CS(=O)(=O)c2ccccc2)NC(=O)NC1c1ccc(O)cc1 (centres undefined) | 2 | 2.3 | -8 | 2 | 10 | -1 | -9 | -10 | -4
CN1CCN(c2ccccc2NC(=O)c2cccc([N+](=O)[O-])c2)CC1 | 4 | 0.6 | 29 | 1 | 7 | -2 | 11 | -3 | 10
COc1cccc(OC)c1C(=O)NC(=S)N1CCN(c2ccc(C(F)(F)F)cc2[N+](=O)[O-])CC1 | -6 | 0.5 | 3 | 0 | 0 | 2 | -3 | 18 | 1
c1ccc(Cn2c(CNc3nc4ccccc4n3CCN3CCCCC3)nc3ccccc32)cc1 | -3 | 4.6 | 5 | 0 | 4 | 0 | -5 | 9 | 4
O=C(CCNC(=O)c1ccc(Cl)cc1)NCC(c1ccco1)N1CCCCC1 (centres undefined) | 5 | -0.5 | 7 | 0 | -1 | 2 | 1 | -3 | -5
COc1c(/C=C2\SC(=Nc3ccccc3Cl)NC2=O)cccc1[N+](=O)[O-] | 0 | 2.8 | -8 | 7 | -18 | 10 | -25 | 1 | 10
Cc1ccc2nsnc2c1NC(=O)c1cccc([N+](=O)[O-])c1 | 6 | 3.2 | 4 | 3 | 5 | 6 | 1 | -5 | -2
COc1ccccc1C(=O)Nc1cc2cc(Cl)ccc2oc1=O | 4 | -0.9 | 34 | 0 | -24 | 0 | 10 | 6 | -1
COc1ccc(/C=C/C(=O)OCC(=O)N2CCc3ccccc32)cc1 | 6 | 0.0 | 4 | 0 | · | · | -5 | · | -4
CCNC(=O)Oc1ccc[nH]c1=O | -3 | 2.6 | -6 | 0 | 1 | 4 | 4 | -6 | -4
COc1ccc(Cl)cc1NC(=O)CN(C)C(=O)CCCNC(=O)c1ccc(Cl)cc1 | 7 | 1.2 | 4 | 0 | 7 | · | -8 | · | -6
Cc1cc(OCCn2cncn2)ccc1[N+](=O)[O-] | 4 | 2.2 | 0 | 2 | 5 | -1 | 1 | -2 | -2
COc1cc(C#CC#CCN2CCCCC2)ccc1O | 3 | 4.1 | -1 | 2 | 0 | 1 | 1 | 0 | -1
CCOc1ccc(-c2[nH]nc3c2C(c2cccnc2)C(C#N)=C(N)O3)cc1 (centres undefined) | -7 | 1.3 | -4 | 0 | 26 | 5 | -2 | 5 | -1
CC(=O)c1cccc(NC(=O)Nc2ccc(C(=O)N3CCOCC3)cc2)c1 | 8 | 1.8 | -10 | 0 | -3 | 4 | -1 | -3 | -4
